Assay outcomes deposited in PubChem by several laboratories.
Vif imaging = HIV Vif self-association inhibitors, primary screen, imaging, HEK293T, single point. HEK293T cells, Vif self-association by quenched fluorescence, 24 h. 0.35% of 340,000 active. inhibition, % at 7.49 µM; in the data active = inhibition above about 50%, passing the limit was not always enough; inconclusive = no clear call, values can overlap the other calls; inactive = below about 31%; also: some results filed as inactive read as strong as hits
NCOA3 inh = SRC3 coactivator transcriptional activity inhibitors, primary screen, cell-based, luminescence; Nuclear receptor coactivator 3 (Homo sapiens), Q9Y6Q9; HEK293 GAL4-SRC3 luciferase reporter; inhibition, % at 3.6 µM; 0.17% of 360,000 active;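 active = inhibition above a per-campaign cutoff, the mean of all compounds plus 3 SD, cut at about 60% in these data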;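 also: 0% = DMSO-treated cells and 100% = gossypol-treated cells at 36 µM; higher means less SRC3-driven luciferase light from the GAL4 reporter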
NOD2-RIPK2 inh = NOD2-RIPK2 binding disruptors in cells, primary screen, fluorescence, CHO cells, BLA complementation; Receptor-interacting serine/threonine-protein kinase 2 (Homo sapiens), O43353; 0.38% of 360,000 active; AID 624267, 2012; inhibition, % at 4.98 µM; CCF4 ratio; in the data active = inhibition above about 21%;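 also: 0% = vehicle only and 100% = reference blocker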
SRC2 inh = inhibition of GAL4-SRC2 driven luciferase reporter, primary screen, SRC2 inhibitor project, cell-based, luminescence | Nuclear receptor coactivator 2 (Homo sapiens), Q15596 | HEK293 GAL4-SRC2 luciferase reporter | inhibition, % at 9 µM | 0.17% of 370,000 active | AID 651957, 2012;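 active = inhibition above the mean inhibition of all tested compounds plus 3 SD, set per campaign, cut at about 52% in these data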;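 also: 0% = DMSO treated cells and 100% = cells given Gossypol at 36 µM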
TLR9-MyD88 block = inhibitors of TLR9-MyD88 association in cells, primary screen, cell-based, CHO, BLA complementation, fluorescence. inhibition, % at 4.98 µM. 0.21% of 340,000 active. Toll-like receptor 9 (Homo sapiens) + Myeloid differentiation primary response protein …. CCF4 FRET ratio;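 active = inhibition above the mean over all tested compounds plus 3 SD, cut at about 21% in these data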;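 also: 0% = DMSO only wells and 100% = clavulanate BLA inhibitor control wells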
LMP1 NFkB inh = EBV LMP1-driven NF-kappaB luciferase reporter inhibitors, primary screen, cell-based, luminescence, single point; LMP1-induced NF-kappaB luciferase reporter cells; inhibition, % at 12.5 µM; 0.69% of 350,000 active; in the data active = inhibition above about 41%; inconclusive = no clear call, values can overlap the other calls;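 also: 0% = neutral control wells and 100% = reference inhibitor control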
C8 TRAIL sens = viability loss with TRAIL in NB7+C8 cells, primary screen, TRAIL sensitizer project, cell-based, ATPlite luminescence; inhibition (viability loss, TRAIL sensitization), % at 10 µM; 1% of 360,000 active; AID 624354, 2012;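 active = compounds causing at least 50% loss of cell viability in the single-dose screen, relative to plate controls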
LRH-1 inv ag = LRH-1 (NR5A2) inverse agonists, primary screen, cell-based, luminescence, HEK293T, StAR-luciferase reporter | Nuclear receptor subfamily 5 group A member 2 (Homo sapiens), O00482 | LRH-1 transfected, 24 h | inhibition, % at 3.6 µM | 0.13% of 360,000 active | AID 602396, 2012;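 active = inhibition above the mean inhibition of all tested compounds plus 3 SD, cut at about 73% in these data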;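 also: 0% = DMSO wells and 100% = reporter-only cells lacking LRH-1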
SRC1 inh = SRC1 coactivator transcriptional activity inhibitors, primary screen, cell-based, luminescence. Nuclear receptor coactivator 1 (Homo sapiens), Q15788. inhibition, % at 3.6 µM. HEK293 GAL4-SRC1 luciferase reporter. 0.12% of 360,000 active;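 active = inhibition above the campaign mean plus 3 SD, with each screening campaign given its own cutoff, cut at about 60% in these data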;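 also: 0% = DMSO treated cells and 100% = gossypol at 36 µM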
TROY NFkB inh = inhibitors of TROY-driven NF-kB signaling, primary screen, Q293 LMP1-TROYcd cells, NF-kB luciferase, uHTS. Q293 LMP1-TROYcd NF-kB luciferase reporter, 4 h. inhibition, % at 10 µM. 0.98% of 360,000 active. AID 1347056, 2019;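 active = compounds whose plate-normalised and pattern-corrected inhibition of the luciferase reporter signal at the single screening dose is 50% or more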
COUP-TFII inh = NR2F2 transcriptional activity inhibitors, primary screen, cell-based, luciferase reporter, HEK293T, luminescence; COUP transcription factor 2 (Homo sapiens), P24468; 0.7% of 370,000 active; inhibition, % at 8.6 µM; HEK293T NGFI-A luciferase reporter;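 active = inhibition above a per-plate cutoff, mean inhibition of test wells between control levels plus 3 SD, cut at about 38% in these data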;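 also: cells cotransfected with COUP-TFII expression vector driving the NGFI-A reporter; 0% = median of COUP-TF2 test wells and 100% = reporter-only cells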
Active calls of the source: *; ? = inconclusive; · = no result given. A portion of the library; count on the stated rates, not on these rows.

item	Structure	Vif imaging	C8 TRAIL sens	LRH-1 inv ag	SRC1 inh	TLR9-MyD88 block	NOD2-RIPK2 inh
1	CCOc1ccc2oc(C(=O)NCC(c3ccco3)N(C)C)c(C)c2c1 (stereo unspecified)	5	-1	-2	-12	-9	-6
2	CC1CN(N=Cc2ccc([N+](=O)[O-])o2)C(=N)O1 (stereo unspecified)	-2	6	6	-2	-7	5
3	CN1CCC=C(C(=O)N2c3ccccc3Sc3ccc(Cl)cc32)C1	8	-7	-9	15	-3	-3
4	CCc1ccc(-c2cc(C)no2)cc1S(=O)(=O)Nc1cccc(CN2CCCC2)c1	9	8	-8	9	-16	-3
5	Cc1cccc(-c2c(NC(=O)c3ccco3)oc3ccc(Cl)cc3c2=O)c1	-1	-8	9	12	-2	-2
6	COc1ccccc1-n1cnnc1SCC(=O)NC1CCCC1	?	10	14	17	4	-2
7	CCCCn1c(NCc2ccncc2)nc2ccccc21	0	-9	-16	7	6	-4
8	CCN(C(=O)CSc1nnc(-c2ccccc2Br)o1)C1CCS(=O)(=O)C1 (stereo unspecified)	0	3	5	6	2	1
9	O=C(Cc1cccc(C(F)(F)F)c1)N1CCCC1	-2	-21	0	-30	-11	-5
10	Nc1nnn(CC(=O)N/N=C/c2ccccc2Cl)n1	-13	-3	10	-7	·	3
11	COc1ccc(N(C(=O)CNC(=O)c2ccco2)C(C(=O)NC2CCCC2)c2ccco2)cc1 (stereo unspecified)	12	-18	1	6	-1	-4
12	COc1cc(OC)cc(C(=O)N2CCN(Cc3cccc(F)c3)CC2)c1	-5	-4	13	10	6	-3
13	CCN(CC)S(=O)(=O)c1ccc2[nH]c(=O)cc(C(=O)NCC(c3ccco3)N3CCCC3)c2c1 (stereo unspecified)	-11	-11	1	-22	4	20
14	COc1ccccc1C1C(C(C)=O)=C(O)C(=O)N1c1ccc(O)cc1 (stereo unspecified)	3	16	7	-7	-7	-3
15	O=C(NCc1ccco1)/C(=C\c1cccc([N+](=O)[O-])c1)NC(=O)c1ccco1	-2	3	13	-6	1	-1

item	SRC2 inh	LMP1 NFkB inh	NCOA3 inh	TROY NFkB inh	COUP-TFII inh
1	-5	-10	-22	21	0
2	0	-2	-4	-2	-8
3	-13	-8	-4	-9	10
4	-5	3	-3	20	1
5	9	5	19	14	0
6	12	6	8	0	-14
7	12	2	4	-7	14
8	20	-22	12	-7	-8
9	11	-10	10	-6	-5
10	18	28	10	-7	-5
11	-17	-2	-6	-7	-4
12	-4	8	-11	-15	-3
13	3	0	-9	-10	-4
14	-4	-2	-24	19	14
15	26	4	-11	-6	16

Nothing new here: an excerpt of the list.
item	Structure	Vif imaging	C8 TRAIL sens	LRH-1 inv ag	SRC1 inh	TLR9-MyD88 block	NOD2-RIPK2 inh
1	CCOc1ccc2oc(C(=O)NCC(c3ccco3)N(C)C)c(C)c2c1 (stereo unspecified)	5	-1	-2	-12	-9	-6
2	CC1CN(N=Cc2ccc([N+](=O)[O-])o2)C(=N)O1 (stereo unspecified)	-2	6	6	-2	-7	5

item	SRC2 inh	LMP1 NFkB inh	NCOA3 inh	TROY NFkB inh	COUP-TFII inh
1	-5	-10	-22	21	0
2	0	-2	-4	-2	-8

Next section
item	Structure	Vif imaging	C8 TRAIL sens	LRH-1 inv ag	SRC1 inh	TLR9-MyD88 block	NOD2-RIPK2 inh
16	CCN(C(=O)CN1C(=O)/C(=C/c2ccccc2F)SC1=S)C1CCS(=O)(=O)C1 (stereo unspecified)	16	-19	1	-12	-4	-41
17	CCC(=NCc1ccc(Cl)c(Cl)c1)c1nc(-c2ccco2)oc1O	-3	-4	-9	-3	0	0
18	COc1ccc(CNC(=O)CSc2nnc(C3CC3)n2C2CC2)cc1	1	-3	-30	-2	1	-6
19	Cc1cc(C)cc(NC(=O)CCCSc2nc3ccccc3[nH]2)c1	-5	5	7	-9	0	-11
20	CCOc1nc(N=C(N)N)nc2c(C)cccc12	?	-13	9	15	-5	-4
21	NC(=S)Nn1c(CCC(=O)O)ccc1-c1ccccc1	13	5	-2	17	11	-19
22	CC(C)(C)NC(=O)CSc1nsc(SCC(=O)NC(C)(C)C)c1C#N	1	8	12	15	2	-2
23	Cn1cccc1/C=N/NC(=O)c1cccc(OC(F)(F)C(F)F)c1	-7	10	8	-21	14	-2
24	CCCn1nc2cc(C(=O)NCCc3cccs3)ccc2c1OCC	-3	10	-49	-64	-8	-6
25	COC(/C=C/Nc1ccc(C)c(C)c1)=C(C#N)C#N	?	6	7	-4	-1	-3
26	Cc1cc(=O)oc2cc(OCC(=O)NCC3CCCO3)ccc12 (stereo unspecified)	-7	6	11	-5	-2	-5
27	Clc1ccc(-c2noc(CN3CCN(c4ccccc4)CC3)n2)cc1	-5	0	-17	2	-11	-7
28	Cc1nnc(NC(=O)CCn2c(=O)oc3ccccc32)s1	-15	-2	4	4	-5	4
29	CS(=O)(=O)N(CC(=O)NCCSCc1c(F)cccc1Cl)c1ccc2c(c1)OCO2	-5	-4	9	-2	-3	-21
30	CCOC(=O)CSc1n[nH]c(=S)s1	-16	-5	-12	19	1	3

item	SRC2 inh	LMP1 NFkB inh	NCOA3 inh	TROY NFkB inh	COUP-TFII inh
16	-12	-4	7	12	5
17	3	-10	22	22	3
18	14	-7	14	7	2
19	6	-4	11	21	-19
20	-4	-7	4	-11	7
21	2	0	18	-23	6
22	10	-4	4	-1	7
23	-2	-16	-25	-37	2
24	-46	-12	-49	-37	-18
25	7	2	-14	-2	9
26	10	-3	9	6	7
27	-25	1	17	·	1
28	-65	2	8	14	-23
29	6	5	5	-5	12
30	-5	13	26	16	-9

In a second layout: two of the compounds above.
Every second line gives: Vif imaging, C8 TRAIL sens, LRH-1 inv ag, SRC1 inh, TLR9-MyD88 block, NOD2-RIPK2 inh, SRC2 inh, LMP1 NFkB inh, NCOA3 inh, TROY NFkB inh, COUP-TFII inh
19) Cc1cc(C)cc(NC(=O)CCCSc2nc3ccccc3[nH]2)c1
  -5, 5, 7, -9, 0, -11, 6, -4, 11, 21, -19
20) CCOc1nc(N=C(N)N)nc2c(C)cccc12
  ?, -13, 9, 15, -5, -4, -4, -7, 4, -11, 7

Next structures
item	Structure	Vif imaging	C8 TRAIL sens	LRH-1 inv ag	SRC1 inh	TLR9-MyD88 block	NOD2-RIPK2 inh
31	Cc1cc(N2CCN(S(=O)(=O)c3ccc(Cl)cc3)CC2)c2ccccc2n1	-17	5	-2	-4	2	7
32	COc1ccc(NC2CCCN(C(=O)c3ccc(C)c(N4CCNC4=O)c3)C2)cc1 (stereo unspecified)	·	1	0	-27	4	-5
33	COc1ccc(-n2ncc3c(=O)n(CC(=O)N4c5ccccc5CC4C)cnc32)cc1 (stereo unspecified)	-3	5	-2	-15	-1	-6
34	Cc1nc2ccccc2n1C(=O)N1CCOCC1	23	-8	-7	10	8	1
35	O=C(CNc1ccccc1N1CCCC1=O)Nc1cc(Cl)ccc1-n1cncn1	0	-23	-23	6	-5	5
36	Cc1noc(C)c1COc1ccc(C(=O)Nc2ncccc2O)cc1	-9	1	-2	-12	-1	4
37	CCc1ccc(-c2nc(NC(=S)NC(=O)c3cccs3)sc2C)cc1	-3	-34	4	9	7	-11
38	CCc1cccc2c(-c3csc(=NC)n3C)c[nH]c12	-6	-10	19	-27	·	-4
39	O=C(COC(=O)c1cc(Br)c(Br)s1)NCCC1=CCCCC1	-5	-17	9	10	-3	-4
40	Cn1c(CSc2ncccn2)nnc1SCC(=O)N1CCCc2ccccc21	0	5	-10	3	-11	-14
41	C/C(Cl)=C/Cc1c(C)[nH]c2ccc(C)cc2c1=O	-9	27	-45	-48	-6	-4
42	COc1ccc(OCC(=O)Nc2ccc(S(=O)(=O)N3CCCC3)cc2)cc1	-4	-13	2	-4	10	-6
43	CCOc1ccc(-c2csc(/C(C#N)=C\c3ccc(O)c([N+](=O)[O-])c3)n2)cc1	-18	28	16	-10	1	-8
44	O=C(O)c1ccc(-n2ccnc2)c([N+](=O)[O-])c1	0	3	-6	-67	-3	-6
45	O=C(NNC(=O)c1ccccc1O)c1ccc(Cl)cc1	-2	31	-97	-80	-2	-1

item	SRC2 inh	LMP1 NFkB inh	NCOA3 inh	TROY NFkB inh	COUP-TFII inh
31	17	-7	11	53*	41*
32	-15	-2	4	-2	3
33	-13	2	-9	1	-7
34	-11	-8	11	14	10
35	-3	0	-9	-23	0
36	-19	24	-8	12	1
37	-3	-20	3	1	-2
38	-15	-9	1	-3	11
39	-26	6	12	8	2
40	13	-8	-16	-24	-7
41	-43	8	-45	-62	-1
42	-18	-4	0	18	11
43	8	-11	-9	71*	10
44	2	1	-10	-27	11
45	-25	1	-48	-72	-29

Looked up above:
Value for COc1ccc(OCC(=O)Nc2ccc(S(=O)(=O)N3CCCC3)cc2)cc1 in LMP1 NFkB inh: -4
Value for O=C(CNc1ccccc1N1CCCC1=O)Nc1cc(Cl)ccc1-n1cncn1 in NCOA3 inh: -9
